NSD2 HMT inh – NSD2 (human) methyltransferase inhibition; O96028; NSD2 peptide methylation, AlphaScreen, 120 min; inhibition, % at 12.5 µM; 310,000 tested, 0.54% active; AID 743445; in the data active = inhibition above about 50%
Active calls of the source: *. An excerpt; rates above refer to the full screens.

SMILES	NSD2 HMT inh
CCn1c(SCC(=O)NN=Cc2cccc(OCc3ccccc3)c2)nnc1-c1ccc(OC)c(OC)c1	4
CCn1c2ccc(Cl)cc2c2nc3ccccc3nc21	-2
COCc1cccc(-c2csc(C(O)c3ccc(F)c(OC)c3)n2)c1 (stereo unspecified)	-1
CC1(C(=O)NCc2ccc3c(c2)OCO3)CCN1C(=O)CC1CCCC1 (stereo unspecified)	1
COc1ccc(CC(N)c2csc(Nc3ccccn3)n2)cc1 (stereo unspecified)	1
Cc1c(C)n(Cc2ccccc2)c2ccc(C(=O)O)cc12	-1
CCC(=O)N1CCc2cc(Br)c(S(=O)(=O)NCCCN(C)Cc3ccccc3)cc21	-2
O=C1C(=Cc2cccc(O)c2O)SC(=S)N1CCCN1CCOCC1	40
COc1ccc(S(=O)(=O)N2CCN(Cc3ccccc3OC)CC2)cc1	-2
CCNC(=O)C1CCCN(Cc2cc(-c3ccccc3)on2)CC1 (stereo unspecified)	-1
COCCn1c(-c2ccc(Cl)cc2)nc2oc3cc(OC)ccc3c(=O)c2c1=O	22
CCc1nc2c(OCCC3CCCCC3)cccn2c1N(C)C(=O)c1cccs1	-2
O=CN1CCN(C(=O)C2CCN(c3ncnc4c3sc3cccc(F)c34)CC2)CC1	0
COc1cccc(NC(=O)C2CCCN2C(=O)Nc2cccc3c2OCO3)c1 (stereo unspecified)	3
N#Cc1ccc(CSc2nc3sc4c(c3c(=O)n2-c2ccc(Br)cc2)CCCC4)cc1	3

Some of the entries so far, with the structure last.
NSD2 HMT inh,mol
1,COc1ccc(CC(N)c2csc(Nc3ccccn3)n2)cc1 (stereo unspecified)
-1,Cc1c(C)n(Cc2ccccc2)c2ccc(C(=O)O)cc12
-2,CCC(=O)N1CCc2cc(Br)c(S(=O)(=O)NCCCN(C)Cc3ccccc3)cc21
40,O=C1C(=Cc2cccc(O)c2O)SC(=S)N1CCCN1CCOCC1
-2,COc1ccc(S(=O)(=O)N2CCN(Cc3ccccc3OC)CC2)cc1
-1,CCNC(=O)C1CCCN(Cc2cc(-c3ccccc3)on2)CC1 (stereo unspecified)

Other structures follow.
SMILES	NSD2 HMT inh
OC(c1ccc(F)cc1)c1nc(-c2cnc3ccccc3c2)cs1 (stereo unspecified)	0
CC1=C(C#N)C(C)(C)C(C#N)=C(C)N1	-1
COc1ccc(OC)c(NC(=O)C2(C)CCN2C(=O)C2(c3ccc(Cl)cc3)CCC2)c1 (stereo unspecified)	5
CCOC(=O)C1(C)CCCN1C(=O)c1ccc(N(C)C)cc1 (stereo unspecified)	-1
COc1ccc(OC)c(C(=O)c2c(C)oc3cc(Br)c(O)c(CN(C)C)c23)c1	35
COc1ccc(-c2c(C)nn3c(C(F)(F)F)cc(C)nc23)cc1	0
CCOC(=O)c1csc(NC(=O)Nc2cccc(OC)c2)n1	-3
COc1ccc(C(=O)C(=O)N2CCN(C(=O)c3cc(C(F)(F)F)cc(C(F)(F)F)c3)CC2)cc1OC	39
CCCc1cc(NCCCO)n2c(nc3ccccc32)c1C#N	-2
CCN(CC)c1c(C)nc2ccc(C(=O)N3CCN(C(=O)c4ccco4)CC3)cn12	-3
CC(C)N(Cc1nnc(-c2ccccc2Cl)o1)C(=O)COc1cccc(Cl)c1	0
CCCCOc1ccc(C(=O)NCC(=O)OCCCOC(=O)CNC(=O)c2ccc(OCCCC)cc2)cc1	-2
COc1ccc(S(=O)(=O)NCc2ccccn2)cc1C	0
CCN1CCN(C(=O)c2cc(COc3ccc(F)c(F)c3)on2)[C@@H](C)C1=O	-2
CNc1cncc(-c2ccc(OC)cc2)n1	0

Looked up above:
Under NSD2 HMT inh, CCn1c2ccc(Cl)cc2c2nc3ccccc3nc21 is listed with -2
Under NSD2 HMT inh, COc1ccc(C(=O)C(=O)N2CCN(C(=O)c3cc(C(F)(F)F)cc(C(F)(F)F)c3)CC2)cc1OC is listed with 39

The list continues:
SMILES	NSD2 HMT inh
Cc1ccc(NC(=O)C2(C)CCN2C(=O)Cc2ccccc2Cl)cc1C (stereo unspecified)	14
CCOc1ccccc1CNC(=O)C1CCN(S(=O)(=O)N2CCC(C)CC2)CC1	-2
O=C(NCc1ccco1)Nc1nnc([C@H]2C[C@H](O)[C@@H](CO)O2)s1	0
CC(C(=O)NC(C)(C)C)n1c(-c2ccccc2)nc2ccccc21 (stereo unspecified)	1
CCNC(=O)N(C)c1c(CC)nc2ccc(C(=O)N3CCN(S(=O)(=O)CC)CC3)cn12	0
NC(c1csc(Nc2ccc(C(=O)NCCCO)cn2)n1)c1ccccc1Cl (stereo unspecified)	1
Cc1cc(OCC(=O)OCC(=O)N2CCCc3ccccc32)ccc1Cl	-5
O=C(CNc1cccc2ccccc12)N/N=C/c1ccccn1	2
CC(=O)c1cccc(NC(=O)Nc2cnn(Cc3ccc(F)cc3)c2)c1	-7
Clc1cccc(CNc2ccn3nc(-c4ccc(OCCN5CCOCC5)cc4)cc3n2)c1	2
Cc1ccc(C)c(NC(=O)CN2C(=O)CCSc3ccccc32)c1	17
CCCCN(C=O)c1c(CC)nc2c(OCCn3cccc3)cccn12	14
COc1ccc(-c2nnc(SCC(=O)c3ccc4c(c3)OCCO4)o2)cc1	-1
Cc1cccc(S(=O)(=O)NC(=O)C2(C)CCN2C(=O)c2ccc(C3CCCCC3)cc2)c1 (stereo unspecified)	0
COc1cccc(C(NC(C)=O)c2nc(-c3cccc(C(C)C)c3)cs2)c1 (stereo unspecified)	1

Four of these compounds in a different format:
Cc1ccc(C)c(NC(=O)CN2C(=O)CCSc3ccccc32)c1
  NSD2 HMT inh: 17
CC(=O)c1cccc(NC(=O)Nc2cnn(Cc3ccc(F)cc3)c2)c1
  NSD2 HMT inh: -7
CCCCN(C=O)c1c(CC)nc2c(OCCn3cccc3)cccn12
  NSD2 HMT inh: 14
COc1cccc(C(NC(C)=O)c2nc(-c3cccc(C(C)C)c3)cs2)c1 (stereo unspecified)
  NSD2 HMT inh: 1

Later entries:
SMILES	NSD2 HMT inh
CCOc1ccc(Cl)cc1-c1cc(C(=O)NCC2CCCCC2)[nH]n1	-1
O=C(N/C=C/n1cnc2cc(C(F)(F)F)ccc21)c1ccc(F)cc1	0
Cc1ccc(S(=O)(=O)N2CCCC2CNC(=O)C(=O)NCc2ccc3c(c2)OCO3)cc1 (stereo unspecified)	-2
Cc1noc(C)c1S(=O)(=O)NC(=O)C1(C)CCN1C(=O)C1(c2ccc(Cl)cc2)CC1 (stereo unspecified)	-3
CCOC(=O)C(=O)N(C)c1c(CC)nc2c(OCc3ccc(OC(F)F)cc3)cccn12	-1
Cc1cc(=O)[nH]c(SCC(=O)Nc2cccc(Cl)c2F)n1	-1
COc1ccc(-n2c(SCC(=O)N3CCCCC3C)nnc2-c2ccncc2)cc1 (stereo unspecified)	1
COCCNC(=O)C1CCCN(C(=O)c2ccc(C(F)(F)F)nc2C)CC1 (stereo unspecified)	-8
CC(C)CNC(=O)OCc1cn(Cc2ccccc2)nn1	0
CC1(C(=O)Nc2ccc3c(c2)OCO3)CCN1C(=O)C1CCCCC1 (stereo unspecified)	-5
NC(=O)c1cccc(-c2ccnc3c2CC(C(=O)NCc2ccco2)O3)c1 (stereo unspecified)	0
CC(C)CC(N)c1csc(Nc2ncccn2)n1 (stereo unspecified)	24
COc1ccc(S(=O)(=O)N(C)C)cc1NC(=O)COc1ccc2c(c1)CCC2	-1
c1ccc(Cn2c3ccccc3c3nnc(SCCN4CCCCC4)nc32)cc1	3
Cc1ccc(-c2cc(C(=O)NN=Cc3cccc(Oc4ccccc4)c3)[nH]n2)cc1C	0
O=C(Cc1ccccc1)NNC(=S)NC(=O)c1cccs1	0
CN(C)C(=O)N(CCCN1CCOCC1)Cc1cccc2ccccc12	0
Cc1ccc(S(=O)(=O)N2Cc3ccccc3CC2C(N)=O)cc1 (stereo unspecified)	-1
COc1cc(/C=C/C(=O)OCC(=O)N2CCCCCC2)cc(OC)c1OC	-1
CCN1CCC(C(=O)NC(c2ccc(F)cc2)c2ncccc2C)CC1 (stereo unspecified)	27
CN(C)/C=C1/C(=O)N(c2ccc([N+](=O)[O-])cc2)N=C1c1ccccc1	3
Cc1ccccc1CNC(=O)C(C)Sc1ccccc1 (stereo unspecified)	-4
Cc1sc2ncnc(N3CCC(C(=O)N(C)CC(=O)Nc4cccc(F)c4)CC3)c2c1C	4
Cc1noc(C)c1C(=O)OCC(=O)NC(=O)c1ccc(C(C)(C)C)cc1	-2
COc1ccc(Nc2nc3cc(-c4sccc4C)sc3c(=O)n2C)cc1OC	-2
Cc1nc2ccccc2c(=O)n1Cc1ccco1	2
COCCCNc1ncnc2c1[nH]c1ccccc12	-1
COc1cc(N(C(C)=O)c2ccc(O)cc2)c2ncccc2c1	-4
OC(c1ccc(F)c(F)c1)c1nc(-c2cccc(C(F)(F)F)c2)cs1 (stereo unspecified)	-1
COC(=O)c1scc(S(C)(=O)=O)c1-n1cccc1	-1
C=Cc1cnc([N+](=O)[O-])n1C	-4
Cc1ccc(-c2ccc(SCC(=O)N3CCCc4ccccc43)nn2)cc1	-4
CN(Cc1ccccc1)C(=O)c1ccc2sc([C@@H]3O[C@H](CO)[C@H](O)[C@H](O)[C@H]3O)nc2c1	-2
Cc1ccc(OCC(=O)Nc2ccc3c(c2)nc(CCN2CCN(c4ccccn4)CC2)n3C)cc1	7
CCc1nc2ccc(C(=O)N3CCN(C)CC3)cn2c1N(CCC(C)C)CCN(C)C	-1
Cc1cc(C)c(OCC(=O)OCC(=O)NCc2ccco2)c(C)c1	4
CCOC(=O)C1(C)CCN1C(=O)COc1ccc(C(C)(C)C)cc1 (stereo unspecified)	-3
CCOc1cc(C(=O)NC(C)C2CC3CCC2C3)cc(OCC)c1OCC (stereo unspecified)	-1
CC(O)(c1ccccc1)c1nc(-c2ccc3c(c2)OCO3)cs1 (stereo unspecified)	0
Cc1ccc(-c2csc3ncnc(N4CCN(S(=O)(=O)c5ccc(C#N)cc5)CC4)c23)cc1	-2
CN(C)c1cccc(CNC(=O)c2csc([C@H]3C[C@H](O)[C@@H](CO)O3)n2)c1	0
O=Cc1c[nH]c2ccc(S(=O)(=O)N3CCCCC3)cc12	4
CCOc1ccc(S(=O)(=O)N2CCOCC2)cc1NC(=O)CN1C(=O)NC(C)(C2CC2)C1=O (stereo unspecified)	-2
CC(=O)Nc1ccc(OS(=O)(=O)c2ccc(C(C)(C)C)cc2)cc1	1
S=C(NC1CCCCC1)N1CCOCCOCCN(C(=S)NC2CCCCC2)CCOCC1	-1

Sorted by molar mass (ascending): three of the compounds above
SMILES	NSD2 HMT inh
CC(O)(c1ccccc1)c1nc(-c2ccc3c(c2)OCO3)cs1 (stereo unspecified)	0
CCOc1cc(C(=O)NC(C)C2CC3CCC2C3)cc(OCC)c1OCC (stereo unspecified)	-1
Cc1ccc(-c2csc3ncnc(N4CCN(S(=O)(=O)c5ccc(C#N)cc5)CC4)c23)cc1	-2

The list continues.
SMILES	NSD2 HMT inh
COc1ccc(C(C)(O)c2nc(-c3cnc4ccccc4c3)cs2)cc1 (stereo unspecified)	-1
CCc1ccc(N2CC(C(=O)N3CCN(c4ccc([N+](=O)[O-])cc4)CC3)CC2=O)cc1 (stereo unspecified)	1
O=C(NCc1ccc(Cl)cc1)c1ccc(-c2ccc(F)c(F)c2)c2ccoc12	-1
COc1ccccc1CCNC(=O)C1CC(=O)N(c2ccccc2F)C1 (stereo unspecified)	8
Cc1ccccc1NCC(=O)N/N=C/c1ccc[nH]1	-2
CC1(C(=O)NS(=O)(=O)c2cccc(Cl)c2)CCN1C(=O)Cc1cc(F)ccc1F (stereo unspecified)	-1
CCOCCCn1c(C)nc2c[n+](CC(=O)c3ccc4ccccc4c3)cc(Br)c21	4
COc1cccc(Cn2c3ccc(NC(=O)CC(C)C(F)(F)F)cc3c(=O)n2C)c1 (stereo unspecified)	-3
Cc1cccc(NC(=O)CN2C(=O)C3CC=CCC3C2=O)c1C (stereo unspecified)	34
O=C(NC1CCCCN(Cc2ccc(Cl)cc2)C1=O)c1cccc(F)c1 (stereo unspecified)	30
COC(=O)[C@]12CCCCC=C1N(Cc1ccc3c(c1)OCO3)C(=O)[C@H](CC(=O)N1CCOCC1)C2	-2
CCCCNC(=O)C1(C)CCN1C(=O)c1ccc(C(F)(F)F)nc1C (stereo unspecified)	1
O=C(Nc1ccc2c(c1)OCO2)c1cc(C2CCCCN2S(=O)(=O)c2cccs2)on1 (stereo unspecified)	0
CCOc1nc2c(c(C)nn2-c2ccccc2)c(C)c1CCC(=O)NCCN1CCOCC1	0
CCCCNC(=O)C1(C)CCN1C(=O)c1cncc(Br)c1 (stereo unspecified)	10
O=c1oc(-c2ccc(Cl)cc2[N+](=O)[O-])nc2ccccc12	6
CC1CCCC(C)N1C(=O)COC(=O)CNS(=O)(=O)c1ccc2ccccc2c1 (stereo unspecified)	-4
CCNC(=O)C1(C)CCCN(Cc2cccc3c(OC)cc(C(=O)OCC)cc23)C1 (stereo unspecified)	11
C/C(CC(=O)Nc1ccc(Cl)cc1C(F)(F)F)=N\NC(N)=S	-2
CCCCNC(=O)C1(C)CCN1C(=O)c1cc(OC)ccc1Br (stereo unspecified)	-12
COc1ccccc1C(=O)NC1CCCCN(C)C1=O (stereo unspecified)	-1
CCS(=O)(=O)NC(=O)C1(C)CCN1C(=O)C1(c2ccc(Cl)cc2)CC1 (stereo unspecified)	8
CC1CCC(C(O)(C(=O)c2ccccc2)c2ccccc2)C(=O)C1 (stereo unspecified)	-10
O=C(CSc1nnc(Cc2cccs2)n1-c1ccc(Cl)cc1)Nc1ccc(OCc2ccccc2)cc1	-1
COCCNC(=O)C1(C)CCN(C(=O)c2ccc3c(c2)C(C)(C)CCC3(C)C)C1 (stereo unspecified)	-9
O=c1[nH]c(CN2CCCCC2)ccc1O	65*
CCC(C)N(C(=O)CSc1nnc(-c2cccnc2)n1C1CCCCC1)C(C)CC (stereo unspecified)	-5
O=C(Nc1nc2c(F)cccc2s1)c1cccs1	-15
CC(C)NC(=O)C1(C)CCN1CCC(=O)c1ccccc1 (stereo unspecified)	-1
C/C(Cc1nnn(-c2cc(C)on2)n1)=N\O	-2
O=C(NC1CCCCC1)c1ccc2ccccc2c1	1
COc1ccc(Cn2c(=O)oc3ccccc32)cc1OC	-1
O=C(O)CC1(CC(=O)Nc2ccc3c(c2)C(=O)OC3)CCCCC1	-3
C=CCNc1nc(NCCCN2CCCC2=O)c2sc(-c3ccccc3)cc2n1	16
CC(=O)OC[C@@H]1CN(Cc2ccccc2)C[C@H](n2cnc3c(N4CCCC4)ncnc32)O1	-1

Bioassay records (PubChem BioAssay)
